EPAC2 ag: EPAC2 (human) agonism | 360,000 compounds, 0.079% hits | EPAC2 activation, biochemical qHTS; response scale: 100% = 6.5 mM cAMP response | Q8WZA2 | Potency, µM (series often up to 154 µM), without a hit: top-dose activation, most hits filed as activators; further: potency means the concentration at half of the fitted maximal effect; nearly all actives have a fitted effect of over 50% in size
Target sequence (Q8WZA2 whole entry, looked up): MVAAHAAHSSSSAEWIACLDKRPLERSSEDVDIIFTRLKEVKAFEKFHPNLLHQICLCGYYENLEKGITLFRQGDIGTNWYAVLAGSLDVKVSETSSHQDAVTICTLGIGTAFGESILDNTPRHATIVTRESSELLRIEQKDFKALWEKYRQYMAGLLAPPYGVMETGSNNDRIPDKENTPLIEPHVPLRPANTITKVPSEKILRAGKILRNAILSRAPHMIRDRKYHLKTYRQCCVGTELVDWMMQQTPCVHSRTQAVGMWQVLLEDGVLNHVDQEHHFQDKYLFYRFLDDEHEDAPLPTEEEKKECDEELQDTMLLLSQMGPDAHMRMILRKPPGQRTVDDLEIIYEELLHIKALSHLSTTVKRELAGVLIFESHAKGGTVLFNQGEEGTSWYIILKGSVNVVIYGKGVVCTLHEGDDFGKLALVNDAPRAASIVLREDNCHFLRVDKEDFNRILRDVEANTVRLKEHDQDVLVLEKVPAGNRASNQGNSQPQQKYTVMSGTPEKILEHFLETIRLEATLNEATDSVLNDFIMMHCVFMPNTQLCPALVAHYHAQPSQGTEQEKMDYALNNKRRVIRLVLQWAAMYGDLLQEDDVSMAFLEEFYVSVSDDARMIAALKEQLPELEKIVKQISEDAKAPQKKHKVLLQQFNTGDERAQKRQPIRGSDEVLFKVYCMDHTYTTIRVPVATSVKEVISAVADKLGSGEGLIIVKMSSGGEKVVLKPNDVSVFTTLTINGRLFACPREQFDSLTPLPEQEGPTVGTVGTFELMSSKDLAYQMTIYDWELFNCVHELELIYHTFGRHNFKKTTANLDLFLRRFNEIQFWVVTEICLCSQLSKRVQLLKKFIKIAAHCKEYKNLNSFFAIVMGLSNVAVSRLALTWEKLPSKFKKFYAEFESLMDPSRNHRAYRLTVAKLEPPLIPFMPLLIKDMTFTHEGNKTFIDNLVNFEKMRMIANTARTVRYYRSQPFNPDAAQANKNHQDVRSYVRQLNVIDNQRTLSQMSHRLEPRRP
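Setup: EPAC2 100 nM, labeled Rap1B complex 250 nM, free GDP 50 uM. Compound titrations pinned in, brief spin, 5 min room temperature incubation. Kinetic fluorescence read over 30 min, normalized to 6.5 mM cAMP.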
A549 tox: A549 cytotoxicity, counter-screen for Nrf2 inhibitors | A549 ARE-Fluc cells, CellTiter-Fluor viability, 18-24 h | Potency, µM (series often up to 46 µM), inactives show at the highest dose activity change, negative = cytotoxicity, most hits filed as inhibitors | 390,000 compounds, 0.16% hits | AID 504648; further: potency means the concentration at half of the fitted maximal effect; on the % scale 0 is the no-effect control and ±100 the full control effect
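A549 ARE-Fluc cells in 5% FBS OPTI-MEM, 5000 cells/well, rested 2 h then exposed to compounds in concentration-response for 18-24 h at 37 °C. Viability by CellTiter-Fluor fluorescence (Ex 405/Em 525) after 30 min; luciferase luminescence (BugLite, 15 min, RT) read afterwards.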
Nrf2 block: blocks Nrf2 signaling. 360,000 compounds, 2.1% hits. Potency, µM (highest dose often 46 µM), for the others: at the highest dose activity change, negative = inhibition, hits mostly inhibitors. A549 ARE-Fluc reporter, luciferase luminescence, 18-24 h; further: potency means the concentration at half of the fitted maximal effect; on the % scale 0 is the no-effect control and ±100 the full control effect; nearly all actives have a fitted effect of over 60% in size
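Quantitative HTS in A549 cells stably bearing an antioxidant response element-firefly luciferase construct. Inhibition of Nrf2-driven transcription was scored by luminescence after 18-24 h of compound exposure at 37 °C.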
CCT chaperon mod: cytosolic chaperonin activity modulation | purified chaperonin ATPase assay, HTRF ADP detection, 30 min | activity change, % (no concentration beside the values), hits read low | 360,000 compounds, 0.3% hits | AID 651819; in the data active means activity change below about -30%; further: on the % scale 0 is the no-effect control and ±100 the full control effect
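ATPase activity: ADP formed was measured by HTRF Transcreener (665/615 nm ratio) after 30 min at 37 deg C with 10 uM ATP. Compounds screened at one 76 uM concentration against 40 or 20 nM TRiC in Tris pH 7.4/KCl/MgCl2/DTT buffer.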
Akt phos inh: blocks phosphorylation of Akt | Neuro2A IGF-stimulated pAkt S473 HTRF, 20 min; hits give low values | activity change, % for hits at 50 µM | 360,000 compounds, 0.32% hits | AID 651550; in the data active means activity change below about -80%; inconclusive means mostly about -51% to -80%; further: on the % scale 0 is the no-effect control and ±100 the full control effect
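Neuro2A cells (4,500/well, DMEM with 0.5% FBS) were treated with compound at a single 50 µM final concentration, stimulated with 6 nM IGF for 20 min at 37 °C, and lysed. Phospho-Akt Ser473 was read by HTRF as 665/615 ratio ×10^4.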
TGFb SMAD3 inh: TGF-b pathway inhibition; HepG2 CAGA-GFP TGF-b/SMAD3 reporter, GFP fluorescence, 18 h; TGF-beta stimulated, 500 pg/mL final; Potency, µM (doses to about 46.1 µM), inactives show top-dose activity, negative = inhibition, usual class: inhibitors; 410,000 compounds, 1.2% hits; AID 588855; further: potency means the concentration at half of the fitted maximal effect; on the % scale 0 is the no-effect control and ±100 the full control effect; nearly all actives have a fitted effect of over 65% in size
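Inhibition of TGF-beta-driven CAGA-GFP reporter expression in HEPG2 cells is measured by cellular GFP fluorescence after 18 h stimulation with 500 pg/mL recombinant TGF-beta in 1% FBS medium at 37 degrees C.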
MmCpn inh: blocks the Methanococcus maripaludis chaperonin Mm-Cpn; Potency, µM (series often up to 76.9 µM), for inactives: at the top dose activity, negative = inhibition, most hits filed as inhibitors; 330,000 compounds, 0.031% hits; purified Mm-Cpn ATPase, ADP Transcreener TR-FRET; further: potency means the concentration at half of the fitted maximal effect; on the % scale 0 is the no-effect control and ±100 the full control effect; nearly all actives have a fitted effect of over 80% in size
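Compound-treated chaperonin, 25 nM final, turns over 10 uM ATP at 37°C for 30 min following a 10 min preincubation; ADP generated competes with ADP-d2 for Eu-cryptate antibody, lowering FRET.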
Nrf2 ARE act: activators of Nrf2 (ARE) signaling; AREc32 ARE-luciferase reporter (MCF7-derived line), luminescence, 24 h; Potency, µM (series often up to 46.1 µM), without a hit: at the top dose activation, usual class: activators; 410,000 compounds, 0.31% hits; AID 624171; further: potency means the concentration at half of the fitted maximal effect; % of control where 0% means no effect; nearly all actives have a fitted effect of over 65% in size
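Reporter line AREc32 (ARE-Fluc), seeded overnight in OPTI-MEM with 5% FBS; compound pin-transferred, 24 hr at 37 deg C, 5% CO2; luminescent read-out.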
EPAC2 antag: blocks human EPAC2 exchange factor; EPAC2 GEF exchange of Rap1B-BODIPY-GDP, fluorescence; Potency, µM (series often up to 114 µM), for the others: at the top dose activity, negative = inhibition, hits mostly inhibitors; 360,000 compounds, 0.18% hits; AID 720708; further: potency means the concentration at half of the fitted maximal effect; on the % scale 0 is the no-effect control and ±100 the full control effect; nearly all actives have a fitted effect of over 45% in size; many of its hits are not listed in these tables
Starred values were filed as active, the others as inactive; i = inactive; ? = inconclusive; / = not tested or not shown; [ ] = remark or other dose. Unless noted, the call rests on the fitted dose curve; in most records, active means well fitted curve in the direction sought with a large enough effect; inconclusive means small, poorly fitted or top-dose-only effect, or another doubt; inactive means no such curve, though single readings can be large; an effect the other way counts as inactive or inconclusive. This is a subset, so the mix of outcomes need not match the whole.

SMILES | EPAC2 ag | A549 tox | Nrf2 block | CCT chaperon mod | Akt phos inh | TGFb SMAD3 inh | MmCpn inh | Nrf2 ARE act | EPAC2 antag
COc1cccc(C(NC(C)=O)c2nc(-c3cnn(C)c3)cs2)c1 (stereo not given) | 10% | / | / | 1.1 | i | -3% | / | -0.9% | -4%
COC(=O)[C@H](Cc1ccccc1)NC(=O)NCc1ccccc1 | -4% | 0% | -4% | -2.6 | i | ? | 0% | 0.2% | 3%
CCCN(Cc1ccccc1)C(=S)Nc1ccc(F)cc1 | 21% | 5% | 0% | -1.3 | i | 2% | 0% | -0.2% | -8%
CCOc1ccccc1NC(=O)Nc1cc(C(=O)O)ccc1C | -1% | -10% | 7% | 1.3 | i | 11% | 0% | -0.6% | 23%
O=C(NCc1nnc(SCc2ccc(C(F)(F)F)cc2)n1-c1ccccc1)C12CC3CC(CC(C3)C1)C2 | -12% | ? | ? | -1.0 | i | ? | 2% | 3.1% | -18%
O=C(Nc1nc(-c2ccccc2)cs1)C1CCCO1 (stereo not given) | 5% | -2% | 2% | 0.0 | i | ? | 0% | 0.4% | 3%
Cc1cc(Nc2ccc3c(c2)OCCO3)n2ncnc2n1 | 3% | 3% | 3% | -0.2 | i | 4% | -6% | 4.5% | 0%
Cc1ccc(S(=O)(=O)N2CCN(C(=S)NCCc3ccccc3)CC2)cc1 | 16% | 6% | -16% | -2.1 | i | -16% | -1% | -0.8% | 2%
COc1ccc(C2/C(=C(/O)c3ccc(F)cc3)C(=O)C(=O)N2CCCN(C)C)cc1 (stereo not given) | 8% | 3% | 8% | -0.5 | i | -3% | / | 0.1% | 3%
Cn1c(SCC(=O)NCc2cccs2)nnc1-c1ccco1 | 2% | 2% | 18% | -1.3 | i | ? | 0% | 0.2% | 16%
COc1ccc(NC(=O)CN(C)C(=O)c2ccc(-c3ccccc3Cl)o2)cc1 | 7% | -7% | -3% | -2.5 | i | -11% | 0% | 1.9% | -7%
C/C(=N/NS(=O)(=O)c1ccc(C(C)(C)C)cc1)c1ccc2c(c1)OCO2 | 12% | -2% | -12% | 0.4 | i | 0% | -2% | 0.4% | ?
O=C(O)C1(C(=O)O)CCCC1 | 6% | 1% | 4% | -1.9 | i | -4% | / | -0.1% | 6%
COc1ccc(C2=NS(=O)(=O)N(C)C(C(=O)N(C)Cc3ccccc3)=C2)cc1 | 19% | 1% | -6% | -0.5 | i | -17% | 0% | 2.1% | 10%
COc1ccc(C2CC(c3ccccc3)=NN2C(=O)CSc2ncccn2)cc1 (stereo not given) | 5% | -1% | ? | 0.5 | i | -14% | -4% | 3.4% | -11%
COc1ccc(/C(C)=N/Nc2ccc(C(=O)O)cc2)cc1OC | -5% | -4% | ? | -5.2 | i | 2% | -8% | -0.7% | 3%
CCCS(=O)(=O)N1CCCC(C(=O)Oc2ccccc2Cl)C1 (stereo not given) | 6% | 2% | 2% | 0.6 | i | -7% | 3% | 0.0%[9.22 µM] | 0%
CN1CCN(C(=O)CCC(=O)NCc2ccc(F)cc2)CC1 | -4% | 0% | 3% | -2.5 | i | 4% | 2% | 0.1% | 1%
CC1CC(=O)C2=C(C1)Nc1ccccc1N(C(=O)COc1ccccc1)C2c1ccco1 (stereo not given) | 5% | -2% | 18% | 4.3 | i | -7% | 1% | 2.8% | -8%
COc1ccc(C(=O)SC2=NCCS2)cc1OC | 6% | -12% | -13% | 0.2 | / | -5% | 1% | 0.0% | 4%

Some of the entries above in a different format.
Values run as follows: EPAC2 ag | A549 tox | Nrf2 block | CCT chaperon mod | Akt phos inh | TGFb SMAD3 inh | MmCpn inh | Nrf2 ARE act | EPAC2 antag
O=C(NCc1nnc(SCc2ccc(C(F)(F)F)cc2)n1-c1ccccc1)C12CC3CC(CC(C3)C1)C2
→ -12% | ? | ? | -1.0 | i | ? | 2% | 3.1% | -18%
O=C(Nc1nc(-c2ccccc2)cs1)C1CCCO1 (stereo not given)
→ 5% | -2% | 2% | 0.0 | i | ? | 0% | 0.4% | 3%
Cc1cc(Nc2ccc3c(c2)OCCO3)n2ncnc2n1
→ 3% | 3% | 3% | -0.2 | i | 4% | -6% | 4.5% | 0%

The listing continues.
SMILES | EPAC2 ag | A549 tox | Nrf2 block | CCT chaperon mod | Akt phos inh | TGFb SMAD3 inh | MmCpn inh | Nrf2 ARE act | EPAC2 antag
CCN(C(=O)Cn1ncc2c(=O)oc3ccccc3c21)c1ccccc1F | / | 23% | 7% | / | / | 7% | / | -0.9% | /
COc1ccc(C(=O)NCC(=O)N/N=C/c2ccco2)cc1OC | 8% | 3% | -7% | -0.5 | i | -4% | 1% | 2.8% | 7%
COCc1nnc(NC(=O)CCCOc2ccccc2OC)s1 | 3% | -10% | -20% | 0.0 | i | -6% | 1% | 0.0% | 4%
Cc1ccccc1N1CCN(Cc2cc3c(cc2[N+](=O)[O-])OCO3)CC1 | 3% | 1% | 1% | -2.1 | i | ? | 1% | 0.2% | 9%
Nc1sc(-c2ccccc2)cc1-c1n[nH]c(=S)n1C1CCCCC1 | -10% | -14% | -17% | -1.7 | i | ? | 2% | 5.0% | -3%
O=C(Nc1cc(Br)ccc1F)c1nc[nH]c1C(=O)NCc1ccccc1 | -9% | / | / | -0.9 | i | ? | / | 5.6% | 3%
CC(=O)Nc1ccc(S(=O)(=O)NCC(=O)NNC(=O)COc2c(C)cccc2C)cc1 | 14% | 2% | 1% | -5.3 | i | -8% | -1% | 0.1% | -4%
CC1(c2nnc(-c3cccc(Cl)c3)o2)CC(c2ccc(C#N)cc2)=NO1 (stereo not given) | 9% | 2% | -11% | -0.1 | i | -15% | / | -0.4% | 12%
O=C(NCCc1ccccc1)c1cc(S(=O)(=O)N2CCCC2)ccc1F | 4% | -5% | -19% | 1.2 | i | 7% | 0% | -0.7% | 4%
Cc1sc2nc(Cc3ccccc3)[nH]c(=O)c2c1-c1ccccc1 | 6% | 1% | -1% | 2.8 | i | 5% | -4% | -0.3% | 8%
Cc1ccc(NC2=C/C(=N\S(=O)(=O)c3cccs3)c3ccccc3C2=O)c(C)c1 | 13% | 18µM* | ? | -4.1 | i | 2.5µM* | -4% | -2.3% | -9%
C[C@@H]1CN([C@@H](C)CO)C(=O)CCCn2nncc2CO[C@H]1CN(C)S(=O)(=O)c1cccs1 | 3% | / | / | 0.6 | i | -1% | / | -1.7% | 4%
CC(=O)Nc1nc(-c2ccccc2)cc(-c2ccco2)c1C#N | 6% | 17% | -1% | 2.0 | i | 0% | -5% | ? | 18%
CCCCCCn1c(SCC(=O)OC)nc2c1c(=O)[nH]c(=O)n2C | 2% | 12% | 14% | 0.6 | i | 0% | 1% | -0.1% | -10%
COCCCNC(=S)N(CCCO)Cc1cc2cc3c(cc2[nH]c1=O)OCCO3 | -2% | 7% | 5% | 1.0 | i | 1% | -5% | -0.3% | 11%
O=C(NC1CCCC1)C(c1ccccc1F)N(C(=O)c1csnn1)c1ccccc1 (stereo not given) | 5% | -11% | -7% | -5.2 | i | 11% | 2% | -0.6% | -1%
CCn1cc(C(=O)OCC(=O)NCc2ccc3c(c2)OCO3)c(=O)c2ccc(C)nc21 | -9% | 0% | -14% | -0.3 | i | ? | 0% | 0.7% | 10%
O=C(CN1CCN(c2ccc(F)cc2)CC1)Nc1cc(C(F)(F)F)ccc1Cl | 3% | -16% | / | 0.8 | i | -1% | 0% | 0.1% | -3%
O=C(O)C1C2C=CC(C3CC23)C1C(=O)N1CCc2ccccc21 (stereo not given) | 2% | 1% | -1% | 2.4 | i | -6% | -1% | 0.1% | -13%
O=C(Nc1ccccc1N1CCOCC1)c1ccco1 | 9% | 0% | -2% | 0.3 | i | 5% | 0% | -0.5% | -26%
CCN1C(=O)NC(c2cccnc2)C(C(=O)OC)=C1C (stereo not given) | 5% | -5% | 8% | -12 | i | -7% | 1% | -0.2% | 5%
O=C(c1ccco1)N1CCN(C(=O)C2c3ccccc3Oc3ccccc32)CC1 | 5% | -4% | 6% | 0.2 | i | -6% | 1% | -0.7% | 10%
Cc1cc(NC(=O)CSc2nc(-c3ccc(Cl)cc3)cs2)no1 | 1% | -3% | -21% | -0.6 | i | 1% | 0% | 0.2% | 15%
CCC1CCCCN1C(=S)NC(=O)c1cccc([N+](=O)[O-])c1 (stereo not given) | 9% | -3% | 13% | -1.0 | i | -20% | -3% | -1.1% | -13%
O=[N+]([O-])c1cccc(NC(=S)N2CCOCC2)c1 | 6% | -12% | 0% | -1.1 | i | 9% | -6% | 3.1% | 2%
O=C(c1ccc(F)cc1F)N1CCN(c2ncccn2)CC1 | 7% | 7% | 8% | -0.5 | i | -8% | 2% | -1.0% | 15%
OCCSc1nc2ccccc2n1CCOc1ccccc1 | 9% | 0% | -16% | -3.5 | i | 4% | 0% | 1.9% | -1%
COc1cc(C2NC(=O)NC(c3ccccc3)=C2C(C)=O)ccc1OCC(=O)O (stereo not given) | 8% | 2% | 6% | 1.9 | i | 0% | 3% | -0.7% | -1%
Cn1cnc([N+](=O)[O-])c1SCC(=O)NN | 10% | -5% | -5% | -3.0 | i | -8% | 0% | -0.3% | 3%
CCOc1ccc(-n2c(=S)sc3c(=O)[nH]c(SCC(=O)C(C)(C)C)nc32)cc1 | -3% | 0% | ? | -2.7 | i | ? | -1% | 4.0% | -18%
COc1ccc(CN2CCCC(CO)(Cc3ccc(F)cc3)C2)cc1C (stereo not given) | 9% | 2% | -1% | -0.4 | i | -10% | 0% | 2.1% | 2%
COc1ccccc1NC(=O)C1CCN(C(=O)c2ccc(C(C)(C)C)cc2)CC1 | 4% | -13% | -7% | -0.5 | i | ? | -1% | 2.2% | -2%
O=c1nc(-c2ccccc2)n(-c2ccc(Cl)cc2)[nH]1 | -1% | -2% | 1% | -1.5 | i | -1% | -3% | 0.0% | 11%
